Tau fibril FP: tau fibrillization inhibition (FP) | hit rate 0.39% among 280,000 | AID 1468 | P10636 | Potency, µM (series often up to 57.7 µM), for the others: at the top dose activity, negative = inhibition, hits mostly inhibitors | K18 P301L tau heparin fibrillization, Alexa594 FP, 6 h; further: nearly all actives have a fitted effect of over 55% in size
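Heparin (20 uM) drove fibril formation of recombinant tau K18 P301L, 15 uM unlabeled with 0.24 uM Alexa 594 label, for 6 hr at 37 C in 100 mM sodium acetate pH 7. Fluorescence polarization (555/632 nm) read 1 hr after 30 uM ThT.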
GoLoco inh red: inhibitors of human Gai1-RGS12 GoLoco interaction (red fluorophore); P63096; Gai1:RGS12 GoLoco peptide FP, rhodamine, 10 min; Potency, µM (highest dose often 61.6 µM), for the others: at the highest dose activity, negative = inhibition, usual class: inhibitors; hit rate 0.44% among 230,000; AID 880; active means well fitted inhibition curve with a large enough effect, not every such curve was filed as active; inactive means no such curve, though single readings can be large or run the other way; further: nearly all actives have a fitted effect of over 30% in size; many of its hits are not listed in these tables
Target sequence (P63096 whole entry, looked up): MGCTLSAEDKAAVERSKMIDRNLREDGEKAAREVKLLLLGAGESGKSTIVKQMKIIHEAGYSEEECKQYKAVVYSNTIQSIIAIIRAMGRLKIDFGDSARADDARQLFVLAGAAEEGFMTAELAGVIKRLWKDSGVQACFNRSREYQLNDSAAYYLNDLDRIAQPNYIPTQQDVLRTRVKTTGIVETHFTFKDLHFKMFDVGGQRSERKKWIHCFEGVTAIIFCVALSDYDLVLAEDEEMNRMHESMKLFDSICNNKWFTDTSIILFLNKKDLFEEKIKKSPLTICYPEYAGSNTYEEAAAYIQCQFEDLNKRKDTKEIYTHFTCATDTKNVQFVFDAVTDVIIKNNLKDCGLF
L3MBTL1 inh: inhibitors of human L3MBTL1; hit rate 0.66% among 230,000; Potency, µM (titrated, usually from 57.1 µM), for the others: at the top dose activity, negative = inhibition, actives largely listed as inhibitors; AlphaScreen L3MBTL1–H3K9me1 peptide binding; AID 485360; further: nearly all actives have a fitted effect of over 60% in size
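AlphaScreen proximity signal between nickel-chelate acceptor and streptavidin donor beads (final 10 ug/mL) reports binding of 50 nM L3MBTL1 to 75 nM biotin-H3 K9me1 peptide; complex incubated with compounds 30 min at room temperature; cefsulodin titration as control.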
TRb-SRC2 inh: disrupts binding of human TR beta to SRC2 | TRbeta-SRC2 peptide binding, fluorescence polarization; receptor liganded with 1 µM T3 | hit rate 0.065% among 280,000 | P10828 | AID 1469 | Potency, µM (top dose mostly 106 µM), for inactives: at the highest dose activity change, negative = inhibition, usual class: inhibitors;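 further: plate controls were bound peptide for no effect and peptide without receptor for full effect; nearly all actives have a fitted effect of over 50% in size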
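Compounds were added to 0.6 uM TRb ligand-binding domain and 20 nM Texas Red-labeled SRC2 peptide in Tris buffer containing 1 uM T3, incubated 5 hr at ambient temperature, then read by fluorescence polarization.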
RECQ1 inh: inhibitors of human RECQ1 DNA helicase; P46063; Potency, µM (titrated, usually from 57.3 µM), without a hit: at the highest dose activity, negative = inhibition, most hits filed as inhibitors; RECQ1 DNA unwinding, red fluorescence kinetic read; hit rate 0.54% among 240,000; AID 2549;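 further: plate controls were vehicle for no effect and no enzyme for full effect; nearly all actives have a fitted effect of over 30% in size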
Target sequence (P46063 whole entry, looked up): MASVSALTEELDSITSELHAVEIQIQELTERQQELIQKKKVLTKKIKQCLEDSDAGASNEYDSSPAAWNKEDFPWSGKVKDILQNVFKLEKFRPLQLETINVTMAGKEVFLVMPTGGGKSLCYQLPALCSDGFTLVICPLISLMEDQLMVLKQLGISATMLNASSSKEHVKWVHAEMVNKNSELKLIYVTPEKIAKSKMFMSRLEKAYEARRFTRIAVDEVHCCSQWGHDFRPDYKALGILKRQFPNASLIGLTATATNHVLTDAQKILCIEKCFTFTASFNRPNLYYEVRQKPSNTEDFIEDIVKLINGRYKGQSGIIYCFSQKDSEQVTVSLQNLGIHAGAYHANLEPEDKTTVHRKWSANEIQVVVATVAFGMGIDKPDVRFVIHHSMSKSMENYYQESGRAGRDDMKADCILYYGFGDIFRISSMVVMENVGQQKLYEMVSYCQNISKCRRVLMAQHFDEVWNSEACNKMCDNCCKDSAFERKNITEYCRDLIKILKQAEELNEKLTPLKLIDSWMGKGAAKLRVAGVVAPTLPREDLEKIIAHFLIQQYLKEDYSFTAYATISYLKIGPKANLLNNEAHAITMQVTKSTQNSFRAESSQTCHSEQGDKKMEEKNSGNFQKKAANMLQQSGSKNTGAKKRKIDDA
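RECQ1T1 50 nM; forked duplex (20 bp + 30-nt ss tails) 200 nM, ATP 2 mM final; pH 8.0, 2 mM MgCl2, 2.5 ug/ml poly(dI-dC); 15 min compound preincubation; discontinuous kinetic read over 2 h at RT.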
Tau fibril ThT: inhibitors of human tau fibril formation, thioflavin T binding; hit rate 2.1% among 270,000; Potency, µM (highest dose often 57.4 µM), for the others: top-dose activity, negative = inhibition, actives largely listed as inhibitors; recombinant tau K18 P301L (four-repeat tau fragment), heparin-induced fibrillization, ThT fluorescence; further: nearly all actives have a fitted effect of over 55% in size
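Tau K18 P301L fragment (15 uM unlabeled plus 0.24 uM Alexa 594-labeled) in 100 mM sodium acetate pH 7 with compound, fibrillization induced by 20 uM heparin for 6 hr at 37 C. Thioflavin T (30 uM) added, fluorescence read after 1 hr (ex 450, em 510 nm).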
TR SRC2 fluor cs: counter-screen for TRb-SRC2 inhibitors: fluorescence interference; Potency, µM (highest dose often 106 µM), for the others: at the top dose fluorescence change, negative = quenching; TRb/SRC2 Texas Red total fluorescence interference; hit rate 0.29% among 280,000; AID 1479; active means well fitted curve in either direction with a large enough effect; inconclusive means small, poorly fitted or top-dose-only effect
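Human TRβ ligand-binding domain (0.6 uM) and Texas Red SRC2 peptide (20 nM) in Tris buffer with 1 uM T3 and 5% DMSO were incubated with pinned compound for 5 hr at ambient temperature. Total fluorescence was computed as S + 2P (555/632 nm).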
KDM4E inh: JMJD2E (human) inhibition; hit rate 1.6% among 230,000; JMJD2E catalytic domain, FDH-coupled NADH fluorescence (FDH is formaldehyde dehydrogenase); Potency, µM (titrated, usually from 57.1 µM), inactives show at the highest dose activity change, negative = inhibition, actives largely listed as inhibitors; active means well fitted inhibition curve with a large enough effect, not every such curve was filed as active; inconclusive means small, poorly fitted or top-dose-only effect, or another doubt; inactive means no such curve, though single readings can be large or run the other way;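 further: 0% = wells with enzyme and -100% = buffer wells without enzyme; nearly all actives have a fitted effect of over 50% in size; many of its hits are not listed in these tables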
Starred values were filed as active, the others as inactive; i = inactive; ? = inconclusive; nt = no result given; [ ] = another dose, or the depositor's remark. Unless noted, the call rests on the fitted dose curve; in most records, active means well fitted curve in the direction sought with a large enough effect; inconclusive means small, poorly fitted or top-dose-only effect, or another doubt; inactive means no such curve, though single readings can be large; an effect the other way counts as inactive or inconclusive. Unless noted, on the % scale 0 is the no-effect control and ±100 the full control effect; potency means the concentration at half of the fitted maximal effect. These rows are one share of the data (hit frequency here may not be typical).

Value order: Tau fibril FP	GoLoco inh red	L3MBTL1 inh	TRb-SRC2 inh	RECQ1 inh	Tau fibril ThT	TR SRC2 fluor cs	KDM4E inh
CC1=C(c2ccc(C)c(C)c2)S(=O)(=O)N=C1N1CCC(C(=O)NC(C)c2ccccc2)CC1 (stereo unspecified)
→ 8%	nt	nt	2%	nt	-2%	0%	nt
COc1cc(C#CC#CCN2CCCCC2)ccc1O
→ -6%	30%[activator]	-6%	-17%	-11%	-3%	0%	?
CNc1nc(-c2ccccc2Cl)nc2ccccc12
→ 2%	-14%	nt	-2%	3%	-9%	-3%	-18%
Cn1c(CC(=O)Nc2ccccc2)nnc1SCCOc1ccccc1
→ -5%	7%	nt	-1%	-3%	-3%	-1%	4%
CCOC(=O)C1CCCN(Cc2ccccc2OCC)C1 (stereo unspecified)
→ -8%	-12%	-1%	1%	-3%	6%	1%	-27%
CCS(=O)(=O)N1CCC(C(=O)NCCCN2CCCCCC2)CC1
→ 2%	2%	7%	1%	-4%	-13%	1%	-15%
N=C1C(c2nc3ccccc3s2)=C(O)CN1C1CCCCC1
→ -3%	3%	12%	4%	-6%	-1%	-1%	?
COc1ccc(-c2cc3nc(C4CCN(C(=O)OC(C)(C)C)CC4)c(C(=O)Nc4cc(C)cc(C)c4)cn3n2)cc1
→ -5%	nt	nt	-2%	nt	-6%	0%	nt
NNc1nc2sc3c(c2c(=O)[nH]1)CCc1ccccc1-3
→ -3%	11%	0%	9%	-3%	?	-1%	-5%
CSc1nnc(C)c(=O)n1COC(=O)COc1ccccc1F
→ -6%	0%	nt	-4%	0%	-3%	-1%	48%[activator]
COc1ccc(CCNC(=O)C(C)SCc2ccccc2)cc1 (stereo unspecified)
→ 3%	17%	6%[11.4 µM]	-2%	i	-1%	0%	4%
COc1cc(OC)c2c(c1)OC(=O)CC2c1ccc(C)cc1 (stereo unspecified)
→ -15%[81.3 µM]	5%[88.7 µM]	11%	10%	i	-16%[81.4 µM]	3%	nt
CN1OC(CC(=O)O)N(c2ccc(Cl)cc2)C1=O (stereo unspecified)
→ -5%	0%	nt	-4%	-5%	5%	1%	0%
Cc1c(NC(=O)c2cc(C3CC3)on2)c(=O)n(-c2ccccc2)n1C
→ 0%	12%	nt	-12%	-22%	-6%	3%	-4%
CCOC(=O)C1CCN(C(=O)c2cc(C(C)(C)C)nn2Cc2ccccc2)CC1
→ -6%	0%	-2%	-7%	i	-11%	-1%	-5%
CSc1cccc(NC(=S)NCCCO)c1
→ -7%	-8%	-4%	3%	-7%	-16%	1%	-1%
COc1ccc(C(C(=O)OCCN(C)C)c2ccccc2)cc1 (stereo unspecified)
→ -9%	7%	2%	-1%	-12%	1%	-2%	2%
Cc1nnc(NC(=O)CCNC(=O)c2ccccc2Cl)s1
→ 1%	14%	0%	-6%	-1%	7%	-5%	-3%
COc1ccc(-n2c(=O)c3ccccc3n(CC(=O)NC3CCCCC3)c2=O)cc1OC
→ -11%	-10%	nt	7%	2%	-3%	-1%	-3%
Cc1cc(C)cc(NC(=S)N(CCCN2CCN(C)CC2)Cc2cccs2)c1
→ -1%	8%	nt	3%	0%	3%	-1%	8%
CCOC(=O)c1cnn(C(=O)c2ccccc2)c1N
→ -16%	16%	-7%	-7%[53 µM]	3%	0%	-2%[53 µM]	5%
CCn1c(SC)nc2c([nH]c3ccccc32)c1=O
→ -8%	nt	nt	0%	nt	-11%	3%	nt
CC(=O)c1cc(C#N)c(SCc2ccccn2)nc1C
→ 10%	1%	9%	-2%	-1%	?	-1%	6%
CCOC(=O)CNC(=O)C(Cc1ccccc1)NC(=O)OCc1ccccc1 (stereo unspecified)
→ ?	0%	-2%	-5%	-3%	0%	-3%	-2%
O=C(Oc1ccc(OC(=O)N2CCOCC2)cc1)c1ccccc1
→ 2%	-16%	-29%[11.4 µM]	-18%	-1%	-8%	-2%	0%
CC1=C(C(=O)OCc2ccccc2)C(c2ccoc2)C(C#N)=C(N)O1 (stereo unspecified)
→ ?	37%[activator]	-2%	-30%	-11%	?	8%	?
CCC1(CC)Cc2ccccc2-c2nc3ccccc3c(=O)n21
→ 2%	6%	6%	5%	-1%	-7%	0%	-6%
Cc1cc(C)nc(SCc2nnc(SCC(=O)N3CCOCC3)o2)n1
→ 5%	1%	-6%	2%	-3%	-5%	0%	-2%
O=C(NC(=S)N1CCN(C(c2ccccc2)c2ccccc2)CC1)c1ccc(S(=O)(=O)N2CCOCC2)cc1
→ 4%	-3%	-11%	3%	-3%	-2%	-20%	8%
Cc1cccnc1N(C(=O)Nc1ccccc1)C1=NCC(C)(C)S1
→ 6%	2%	-1%	5%	-4%	-2%	-1%	-5%
COc1cc(C(=O)NCC2(N3CCCCC3)CCCCC2)ccc1OCC(=O)N1CCOCC1
→ -3%	2%	2%	1%	9%	-1%	1%	7%
COc1cc(-c2[nH]ncc2CN(C)Cc2nonc2C)cc(OC)c1OC
→ 2%	8%	11%	-1%	i	-6%	1%	10%
COc1ccc(NC(=O)Cc2c(Sc3ccccc3)c3ccccc3n2C)cc1
→ -14%	5%	9%	-3%	-2%	10%	-1%	-1%
O=C(CCc1[nH]c2ccccc2c1Sc1ccccc1)N(CCO)CCO
→ 7%	-3%	3%	1%	-12%	4%	6%	5%
CCOC(=O)NCc1ccc(S(=O)(=O)Nc2c(C)cccc2C)cc1
→ 7%	-8%	nt	5%	i	-9%	-4%	9%
N#CC(Cc1ccc(O)c(O)c1)C(=O)N1CCc2ccccc21 (stereo unspecified)
→ 2%	9%	nt	10%	-4%	-8%	-16%	20µM*
CCOC(=O)c1c(NC(=O)COC(=O)CCS(=O)(=O)c2ccc(C)cc2)sc(C)c1C
→ -11%	11%	-4%	-6%	-16%	?	-5%	?
COc1ccccc1Nc1nn2c(=O)c3ccc(C(=O)NCCc4ccccc4)cc3nc2s1
→ -7%	nt	nt	5%	nt	-13%	-3%	nt
COc1ccccc1NC(=O)N(Cc1ccco1)Cc1cc2ccc(C)c(C)c2[nH]c1=O
→ 1%	7%	-10%	-4%	-15%	?	-1%	?
CC(C)CCNC(=O)c1cc([N+](=O)[O-])ccc1N1CCOCC1
→ -9%	nt	-3%	-10%	-5%	0%	-8%	-24%
CCn1c(CNc2ccc(F)cc2)nnc1SCC(=O)Nc1ccccc1OC
→ 9%	1%	-4%	-10%	3%	-11%	-2%	3%
O=C(c1ccc(CS(=O)(=O)c2cccc(C(F)(F)F)c2)o1)N1CCN(c2ccccn2)CC1
→ 6%	9%	1%	-9%	-7%	-15%	-1%	4%
Cc1ccc(CCNC(=O)CCS(=O)(=O)c2ccc3c(c2)oc(=O)n3C)cc1
→ 2%	nt	nt	2%	nt	-4%	-5%	nt
COc1ccc(NC(=S)NCCc2c[nH]c3ccc(OC)cc23)c(OC)c1
→ 15%	8%	-23%	-15%[53 µM]	i	-10%	1%[53 µM]	4%
Cc1ccc(-c2nc(N/N=C/c3ccncc3)c3ccccc3n2)cc1
→ -13%	201%[activator]	nt	0%	-7%	?	9%	?
CCO[C@@H]1OC(C(=O)NCc2ccccc2)=C[C@H](c2cn(C(C)=O)c3ccccc23)[C@H]1CCCO
→ 4%	-2%	0%	-5%	-10%	-10%	0%	-1%
CCn1c(C(=O)N2CCCC(C(=O)N3CCN(c4cc(C)ccc4C)CC3)C2)cc2sccc21 (stereo unspecified)
→ -17%	nt	nt	1%	nt	-14%	-10%	nt
C#Cc1ccc([C@@H]2C=C(C(=O)OCC=C)O[C@H](OCCCCO)C2)cc1
→ -1%	3%	0%	-4%	-28%	?	0%	0%
Nc1nc(SCC(=O)c2ccc([N+](=O)[O-])cc2)n[nH]1
→ 2%	4%	-24%	4%	22%	-2%	-1%	-1%
O=c1cc(-c2ccccc2)[nH]n1-c1nc2ccccc2s1
→ 3%	11%	5%	10%	-4%	?	?	?

10 of the compounds above, in markdown.
| compound | Tau fibril FP | GoLoco inh red | L3MBTL1 inh | TRb-SRC2 inh | RECQ1 inh | Tau fibril ThT | TR SRC2 fluor cs | KDM4E inh |
| --- | --- | --- | --- | --- | --- | --- | --- | --- |
| CCn1c(CNc2ccc(F)cc2)nnc1SCC(=O)Nc1ccccc1OC | 9% | 1% | -4% | -10% | 3% | -11% | -2% | 3% |
| O=C(c1ccc(CS(=O)(=O)c2cccc(C(F)(F)F)c2)o1)N1CCN(c2ccccn2)CC1 | 6% | 9% | 1% | -9% | -7% | -15% | -1% | 4% |
| Cc1ccc(CCNC(=O)CCS(=O)(=O)c2ccc3c(c2)oc(=O)n3C)cc1 | 2% | nt | nt | 2% | nt | -4% | -5% | nt |
| COc1ccc(NC(=S)NCCc2c[nH]c3ccc(OC)cc23)c(OC)c1 | 15% | 8% | -23% | -15%[53 µM] | i | -10% | 1%[53 µM] | 4% |
| Cc1ccc(-c2nc(N/N=C/c3ccncc3)c3ccccc3n2)cc1 | -13% | 201%[activator] | nt | 0% | -7% | ? | 9% | ? |
| CCO[C@@H]1OC(C(=O)NCc2ccccc2)=C[C@H](c2cn(C(C)=O)c3ccccc23)[C@H]1CCCO | 4% | -2% | 0% | -5% | -10% | -10% | 0% | -1% |
| CCn1c(C(=O)N2CCCC(C(=O)N3CCN(c4cc(C)ccc4C)CC3)C2)cc2sccc21 (stereo unspecified) | -17% | nt | nt | 1% | nt | -14% | -10% | nt |
| C#Cc1ccc([C@@H]2C=C(C(=O)OCC=C)O[C@H](OCCCCO)C2)cc1 | -1% | 3% | 0% | -4% | -28% | ? | 0% | 0% |
| Nc1nc(SCC(=O)c2ccc([N+](=O)[O-])cc2)n[nH]1 | 2% | 4% | -24% | 4% | 22% | -2% | -1% | -1% |
| O=c1cc(-c2ccccc2)[nH]n1-c1nc2ccccc2s1 | 3% | 11% | 5% | 10% | -4% | ? | ? | ? |

Bioassay records from PubChem BioAssay.
